Compound activity deposited in PubChem by Sanford-Burnham Center for Chemical Genomics.
Mac1 fbg enh = enhancers of CD11b/CD18 adhesion to fibrinogen, primary screen, K562 cells, luminescence; Integrin beta-2 (Homo sapiens) + Integrin alpha-M (Homo sapiens), P05107+P11215; ATPlite luminescence; activation, % at 10 µM; 93,000 compounds, 0.07% hits; AID 1499, 2009;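 active = 10 µM primary screen giving 50% or more activity, confirmed by 40% or more on retest at that dose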; note: strong numbers were not always called active; reference of the scale not given here
CYP2C19 act = human CYP2C19 activators, primary screen, biochemical, luminescence | activation factor at 5 µM | Cytochrome P450 2C19 (Homo sapiens), P33261 | recombinant CYP2C19, luciferin-H EGE luminescence; hits give high values; 0 = fully inhibited enzyme, 1 = untreated enzyme | AID 1025, 2008 | 96,000 tested, under 10 active;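 active = activation factor of at least 2 at 5 µM in the primary screen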;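 note: 0 = wells with 2.5 mM tranylcypromine and 1 = vehicle-only wells; values of inactives mirror those of a sister screen read the other way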
Target sequence (P33261 whole entry, looked up): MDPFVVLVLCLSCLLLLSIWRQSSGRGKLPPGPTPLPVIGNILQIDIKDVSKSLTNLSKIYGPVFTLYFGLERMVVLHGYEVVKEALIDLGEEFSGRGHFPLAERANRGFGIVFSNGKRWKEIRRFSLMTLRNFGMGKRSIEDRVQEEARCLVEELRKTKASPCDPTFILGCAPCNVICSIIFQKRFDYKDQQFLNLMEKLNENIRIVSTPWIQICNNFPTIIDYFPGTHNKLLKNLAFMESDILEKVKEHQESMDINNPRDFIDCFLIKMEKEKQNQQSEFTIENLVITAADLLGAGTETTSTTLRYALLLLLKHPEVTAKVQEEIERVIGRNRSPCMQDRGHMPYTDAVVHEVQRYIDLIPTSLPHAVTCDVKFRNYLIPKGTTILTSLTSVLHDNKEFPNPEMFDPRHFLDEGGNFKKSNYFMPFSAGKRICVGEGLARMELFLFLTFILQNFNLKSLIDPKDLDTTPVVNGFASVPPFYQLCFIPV
CYP2C19 inhib = blockers of cytochrome P450 2C19 activity – biochemical, luminescence, ADME assay, primary screen; CYP2C19 Supersomes, luciferin-H EGE luminescence, 30 min; inhibition, % at 5 µM; 96,000 compounds, 21% hits;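 active = CYP2C19 inhibition above a set limit at 5 µM in the primary screen, cut at about 50% in these data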;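 note: plate controls were negative control wells for no effect and 2.5 mM tranylcypromine positive control for full effect; values of inactives mirror those of a sister screen read the other way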
CYP2C9 activ = human CYP2C9 activators, primary screen, biochemical, luminescence; Cytochrome P450 2C9 (Homo sapiens), P11712; recombinant CYP2C9, luciferin-H conversion; hits give high values; factor 1 = untreated enzyme, 0 = blocked; activation factor at 5 µM; 96,000 compounds, 1.4% hits; AID 1024, 2008;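 active = activation factor of 2 or more for CYP2C9 at a 5 µM dose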;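 note: 0 = sulfaphenazole-blocked wells and 1 = vehicle-only wells; values of inactives mirror those of a sister screen read the other way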
Mac1 fbg inh = inhibitors of CD11b/CD18 adhesion to fibrinogen, primary screen, K562 cells, luminescence; 93,000 compounds, 0.54% hits; AID 1497, 2009; Integrin beta-2 (Homo sapiens) + Integrin alpha-M (Homo sapiens), P05107+P11215; inhibition, % at 10 µM; ATPlite luminescence; Mn2+ added to activate the integrin;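 active = primary inhibition of 50% or more at 10 µM, then 40% or more on retest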; note: some results filed as inactive read as strong as hits
PLAP act = PLAP enzyme activators, biochemical, luminescence, HTS | Alkaline phosphatase, placental type (Homo sapiens), P05187 | purified PLAP enzyme, luminescent substrate read-out; hits give high values | activation fold at 20 µM | 96,000 compounds, 1.2% hits | AID 696, 2007; in the data active = activation fold above about 2
Target sequence (P05187 whole entry, looked up): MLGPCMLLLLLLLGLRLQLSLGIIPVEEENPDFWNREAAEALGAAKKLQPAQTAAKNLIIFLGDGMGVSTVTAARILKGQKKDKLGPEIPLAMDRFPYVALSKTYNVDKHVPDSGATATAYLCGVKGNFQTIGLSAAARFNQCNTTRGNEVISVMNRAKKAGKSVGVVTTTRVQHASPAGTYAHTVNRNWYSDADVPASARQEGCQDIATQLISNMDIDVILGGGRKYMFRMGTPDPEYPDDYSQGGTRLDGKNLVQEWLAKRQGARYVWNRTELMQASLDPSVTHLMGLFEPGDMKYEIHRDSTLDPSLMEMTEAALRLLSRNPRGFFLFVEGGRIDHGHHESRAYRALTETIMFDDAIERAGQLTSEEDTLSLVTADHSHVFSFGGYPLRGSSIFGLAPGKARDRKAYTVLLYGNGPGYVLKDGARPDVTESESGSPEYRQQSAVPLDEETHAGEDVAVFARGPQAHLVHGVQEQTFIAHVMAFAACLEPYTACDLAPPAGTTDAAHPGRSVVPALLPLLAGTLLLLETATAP
MT1-MMP txn act = MT1-MMP promoter reporter activation – cell-based, luciferase luminescence, primary screen; 86,000 compounds, 0.16% hits; HT1080 MT1-MMP promoter luciferase reporter, overnight; hits give high values; activation factor at 10 µM;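 active = activation factor of at least 2 for MT1-MMP transcription at 10 µM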
CYP2C9 inhib = blockers of cytochrome P450 2C9 activity – biochemical, luminescence, ADME assay, primary screen | P11712 | CYP2C9 Supersomes, luciferin-H conversion | inhibition, % at 5 µM | 96,000 compounds, 20% hits | AID 777, 2007;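 active = blocking of liver enzyme CYP2C9 beyond about 50% at 5 µM, limit read from the data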; note: values of inactives mirror those of a sister screen read the other way
Pyk2 oligo antag = antagonists of Pyk2 self-association, primary screen, Q293 cells, FERM NanoBiT luminescence, HTS; z-score (the deposit names both 25 µM and 10 µM); AID 1347419, 2020; Protein-tyrosine kinase 2-beta (Homo sapiens), Q14289; 99,000 compounds, 0.83% hits; hits give low values;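 active = Z-score of -3 or lower, scaled per plate to the spread of control and sample wells; inactive = z-score above -3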;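 note: negative z-score means lost luminescence so less FERM oligomerization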
The depositor's hits bear a star; . = not tested or not shown.

SMILES	Mac1 fbg enh	CYP2C19 act	CYP2C19 inhib	CYP2C9 activ	Mac1 fbg inh	PLAP act	MT1-MMP txn act	CYP2C9 inhib	Pyk2 oligo antag
CCOC(=O)N1CCN(c2nc3ccccc3nc2C(C#N)C(=O)NCCc2ccccc2)CC1 (centres undefined)	.	0.3	65*	0.3	.	1	1.1	73*	1.1
Cc1cc(NC(=O)CSc2ncnc3ccccc23)no1	-1	0.8	22	0.8	10	0.9	1	22	.
Nc1nonc1N1CCCCC1	.	0.9	9	1	.	0.9	1.2	4	-0.31
COCCOC(=O)C1=C(C)NC2=C(C(=O)CC(C)(C)C2)C1c1cccnc1 (centres undefined)	1	0.7	35	0.9	-22	1	1.1	5	0.3
Cn1c(-n2c(CCCN3C(=O)c4ccccc4C3=O)nc3ccccc3c2=O)nc2ccccc21	-2	0.5	46	0.4	-1	1.3	1.1	64*	-0.72
CCCn1c(-c2cccnc2Cl)nc2cc(Cl)c(Cl)cc21	6	0.6	39	0.4	6	1.2	.	56*	-3.7*
COc1ccc(-c2nc(CSCC(=O)NC3CCCc4ccccc43)c(C)o2)cc1OC (centres undefined)	-2	0.4	61*	0.3	2	1.7	1.1	66*	0.11
O=c1cc(-c2ccccc2)nc2nc(-c3ccco3)[nH]n12	-3	1.1	-12	0.5	-10	1	0.9	52*	-1.4
Cc1oc2c(c1C(=O)NCc1cc(C(=O)O)co1)CCCC2	0	1.1	-6	0.8	-2	1.4	1	19	0.03
COC(=O)c1ccc(NC(=O)CN2C(=O)CSC2=O)cc1	15	1.1	-13	0.9	.	1.1	0.9	5	0.39
Cc1cc(OCCCn2ccnc2)cc(C)c1Cl	-3	0	100*	0	-8	0.8	1	97*	0.59
O=S(=O)(c1ccc(-c2nnc(SCc3ccccc3)o2)cc1)N1CCCC1	-1	0.9	13	0.7	-9	0.8	1.1	33	1.2
Cn1c[n+](C)cc1/C=N/O	.	1.1	-11	1.2	.	0.9	1.1	-16	-0.33
CCN(CC)CCN1C(=O)C(O)=C(C(=O)c2cccs2)C1c1ccccn1 (centres undefined)	-1	1	1	1	-4	1.3	1.1	-2	-0.23
Cc1nc2nc(-c3ccco3)[nH]n2c(=O)c1C	-2	1	-2	0.9	-37	1	1	12	1.2
CCOc1ccc2nc(NC(=O)CSC3=NCCS3)sc2c1	-5	0.8	20	0.7	4	1.3	1.4	25	0.94
O=C(c1c[nH]c2ccc(S(=O)(=O)N3CCC4(CC3)OCCO4)cc2c1=O)N1CCOCC1	-6	0.9	6	0.9	0	1.1	1.1	12	1.8
N#Cc1cc2c(nc1SCC(=O)N1CCCCC1)CCCCC2	4	1	-2	1	4	1.1	1.1	4	-1.1
COc1cc2nc(CN3C(=O)c4ccccc4C3=O)oc(=O)c2cc1OC	1	0.9	14	0.9	-13	1	1.3	13	-1.2
Clc1ccc(Cn2cc(/C=N/n3cnnc3)c3ccccc32)cc1	5	0.2	80*	0.6	11	1.2	1.1	40	-0.53
O=C1C(Nc2ccccc2)=C(N2CCCCC2)C(=O)c2ccccc21	.	0.3	68*	0.5	.	0.7	.	50	0.37
CN1C2CCC1CC(OC(=O)c1c[nH]c3ccccc13)C2 (centres undefined)	-1	0.9	10	0.8	-25	0.8	1.1	17	-0.54
O=S(=O)(NCc1ccccc1)c1ccc(Cl)c(S(=O)(=O)NCc2ccccc2)c1	0	0.7	28	0.7	3	0.5	1.2	26	-0.67
Cc1occc1C(=O)NC(C)C(C)(C)C (centres undefined)	7	1.1	-8	1.2	-9	1.1	1.1	-22	0.1
CCNC(=S)NNC(=O)c1cc(-c2cccc(C)c2)nc2ccccc12	-5	1	4	0.5	60*	1.9	.	52*	0.27

The list goes on.
SMILES	Mac1 fbg enh	CYP2C19 act	CYP2C19 inhib	CYP2C9 activ	Mac1 fbg inh	PLAP act	MT1-MMP txn act	CYP2C9 inhib	Pyk2 oligo antag
CCC(C)(C)n1nnnc1C(c1cc2cc(C)cc(C)c2[nH]c1=O)N1CCN(Cc2ccc3c(c2)OCO3)CC1 (centres undefined)	-4	0.7	26	0.2	22	1.6	1.1	80*	0.13
CCOC(=O)c1cc(CC)sc1NC(=O)C(c1ccccc1)c1ccccc1	.	0.9	6	0.6	.	1.1	1.1	40	-1.1
COCc1[nH]nc2c1C(c1ccsc1)C(C#N)=C(N)O2 (centres undefined)	0	1	4	1.1	2	0.8	1	-8	0.15
CCN(CC)S(=O)(=O)c1ccc2c(c1)c(=O)c(C(=O)NCCOC)cn2C	.	1	1	0.7	.	1.3	1.1	31	0.11
Cc1cccc(Nc2nc(-c3ccc4c(c3)OCCO4)cs2)c1	-7	0.5	49	0.1	14	0.9	1.4	86*	0.72
Cc1csc(NC(=O)COc2ccc3c(C)cc(=O)oc3c2)n1	-3	1	2	1.3	7	1	.	-28	0.42
Cc1ccc(S(=O)(=O)NC(=O)c2cc(C)n(-c3cc(S(=O)(=O)N4CCOCC4)ccc3N3CCCC3)c2C)cc1	0	1.1	-7	0.7	7	1.7	.	28	-0.65
COc1cc2c(=O)n(Cc3ccco3)c(=O)n(CC(=O)c3cccc(Br)c3)c2cc1OC	.	0.8	20	0.7	.	1.1	.	34	.
COC(=O)COc1ccc(S(=O)(=O)Nc2ccc(C(N)=O)cc2)cc1Cl	-7	0.9	15	0.6	-11	1	1	42	1.2
CCN=c1scc(-c2ccco2)n1/N=C/c1ccc(OC)c(O)c1	-6	1	3	0.9	25	1	1.3	11	2.2
Cc1ccc(-c2noc(CSc3nnc(-c4cccs4)n3C)n2)cc1	-5	0.8	23	0.9	5	1.1	1.1	13	0.19
Cc1ccn2cc(-c3cnoc3C)nc2c1	-2	0.9	12	0.9	-10	0.8	1.6	6	0.59
COc1ccc(C2C(C(C)=O)=C(O)C(=O)N2CCc2c[nH]c3ccccc23)cc1OC (centres undefined)	3	1	-4	0.1	-6	1.8	1.1	89*	0.62
COC(=O)COc1ccc(S(=O)(=O)NCc2cccnc2)cc1C	0	0.6	39	1	-12	0.8	1.1	2	0.4
O=C(Nc1ccccn1)c1ccc(NC(=O)c2ccco2)cc1	-1	0.6	39	0.7	-12	0.9	1.2	31	-0.42
CCCc1nnc(SCC(=O)Nc2ccc(OCC)cc2)n1N	-1	0.9	5	0.8	-3	0.9	1	24	-0.56
COCCNC(=O)C(c1ccncc1)N(C(=O)Cn1nnc2ccccc21)c1ccc(OC)cc1 (centres undefined)	-3	0.9	13	0.8	-8	1.2	1.2	21	1.9
O=C1C=C(NCc2ccc(Cl)cc2)CC(c2ccco2)C1 (centres undefined)	-4	0.1	93*	0.4	4	1	1.2	60*	0.79
O=S(=O)(c1ccc(Br)s1)N1CCC(Cc2ccccc2)CC1	2	0.9	12	0.4	84	0.7	1.1	56*	-1.2
COc1ccc(CSc2nc(C)cc(=O)[nH]2)cc1Br	-4	0.3	71*	0.6	9	1.1	1	42	4.5
O=C(OCc1cccc2ccccc12)c1ccc2c(=O)[nH]c(CN3CCOCC3)nc2c1	-4	0.8	19	0.7	9	1.5	1.1	31	0.83
O=S(=O)(NC1CC1)c1ccc(S(=O)(=O)N2CCc3ccccc32)cc1	1	0.3	72*	0.2	-6	0.9	0.9	82*	-0.88
CCCCC(NC(C)=O)c1nc2ccccc2[nH]1 (centres undefined)	0	0.4	64*	1.1	-6	1	1.3	-10	.
CSCCC(NC(=O)c1cncc(Br)c1)C(=O)O (centres undefined)	-5	0.8	17	0.9	1	1.1	1.2	15	0.02
COc1ccccc1CN(Cc1nc2ccccc2c(=O)[nH]1)C(=O)Nc1ccccc1C	2	0.1	89*	0.3	-12	1.2	1.1	73*	-1.4

Among those listed so far, 2 have a COOH group.
SMILES	Mac1 fbg enh	CYP2C19 act	CYP2C19 inhib	CYP2C9 activ	Mac1 fbg inh	PLAP act	MT1-MMP txn act	CYP2C9 inhib	Pyk2 oligo antag
Cc1oc2c(c1C(=O)NCc1cc(C(=O)O)co1)CCCC2	0	1.1	-6	0.8	-2	1.4	1	19	0.03
CSCCC(NC(=O)c1cncc(Br)c1)C(=O)O (centres undefined)	-5	0.8	17	0.9	1	1.1	1.2	15	0.02

Carrying on.
SMILES	Mac1 fbg enh	CYP2C19 act	CYP2C19 inhib	CYP2C9 activ	Mac1 fbg inh	PLAP act	MT1-MMP txn act	CYP2C9 inhib	Pyk2 oligo antag
Cc1ccc(-c2nnc(N3CCN(S(C)(=O)=O)CC3)c3ccccc23)cc1	2	0.8	20	0.6	3	1.6	1	38	-0.95
S=c1nc(-c2ccccc2)n(Cc2ccco2)c2c1CCCC2	6	1	5	0.8	-25	1.1	1.1	23	.
Nc1ccc2nc(CN3CCOCC3)[nH]c2c1	-2	1	2	0.9	-8	0.9	.	9	-1.2
COc1ccc(N=Cc2sc(O)c3ccccc23)cc1	-4	0.8	20	0.9	2	1	.	10	-2.2
CC(C)(C)C1(C)OC(C(N)=O)C(C(N)=O)O1 (centres undefined)	4	1	3	1	-16	0.8	1.1	-4	-0.59
CCc1cc2c(NCCC(=O)O)nc(C)nc2s1	0	1	-2	1	-5	0.9	1.1	-3	-0.07
Cc1c2cn[nH]c(=O)c2c(C)n1Cc1ccc(F)cc1	2	0.5	48	0.9	-11	1	1.2	6	.
CCc1ccc(C2CC(c3ccccc3)n3ncnc3N2)cc1 (centres undefined)	0	0.1	88*	0.5	-8	1.1	.	48	.
C=CCSc1nnc2c(n1)OC=Nc1ccc(Br)cc1-2	0	0.5	53*	0.4	.	1.2	1.3	60*	0.49
O=C(NCc1nnc2n1CCCCC2)c1ccc(Cl)cc1Cl	0	1	-2	1.4	-11	1	1	-38	0.32
CCN(CC)S(=O)(=O)c1ccc(NCc2ccccc2)nc1	3	0.4	64*	0.2	-6	0.8	1.1	77*	0.46
COC(=O)c1ccc(C(=O)OC)c(NC(=O)CSCc2ccccc2Br)c1	11	1	1	1.1	-10	0.9	.	-6	0.13
Cc1ccc(NC(=O)C2C(C(=O)O)C3C=CC2C32CC2)cc1 (centres undefined)	-2	0.9	12	1.1	-4	0.8	1	-10	0.79
O=C1CC(c2ccncc2)c2cc3c(cc2N1)OCCO3 (centres undefined)	0	0.4	61*	0.4	-2	1.1	0.9	59*	-0.15
CCOC(=O)/C(N=Nc1ccc(F)cc1)=C(/O)c1ccc([N+](=O)[O-])cc1	0	0.8	18	0.8	-6	0.7	.	16	1.5
O=C(O)C1CCCCC1C(=O)NCCCn1ccnc1 (centres undefined)	-4	0.8	16	0.9	-10	0.9	1.1	14	-0.32
O=C(Oc1ccc(OC(=O)N2CCCCC2)cc1)c1ccccc1	-5	0.7	35	1.2	1	1	1.4	-25	-0.08
CC(C(=O)O)n1c(C(F)(F)F)nc2ccccc21 (centres undefined)	1	1.1	-12	1.1	-1	0.9	1.2	-15	0.54
Cc1ccccc1NC(=O)CSc1nc(N2CCCCC2)nc(N2CCCCC2)n1	.	0.9	13	0.9	.	1.1	.	14	-0.17
C=CCn1cc(C(=O)NCC2CCCO2)c(=O)c2cc(S(=O)(=O)N3CCCCCC3)ccc21 (centres undefined)	1	0.9	7	0.5	-3	1.3	0.8	55*	0.55

A few values from the results shown:
Value for C=CCSc1nnc2c(n1)OC=Nc1ccc(Br)cc1-2 in PLAP act: 1.2
Value for O=C(OCc1cccc2ccccc12)c1ccc2c(=O)[nH]c(CN3CCOCC3)nc2c1 in PLAP act: 1.5
Value for CCOC(=O)N1CCN(c2nc3ccccc3nc2C(C#N)C(=O)NCCc2ccccc2)CC1 (centres undefined) in CYP2C19 inhib: 65*
